# H37Rv inhibition: M. tuberculosis growth inhibition, HTS (AID 449762); actives 0.59% (n = 330,000); inhibition, % at 25 µM, or IC50 in µM where a hit was titrated; M. tuberculosis H37Rv growth inhibition, 7H9 media; higher % means a stronger effect; in the data active = a potency from the dose series; inconclusive = inhibition above about 70% without an active follow-up result;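 note: bacterial growth assessed after seven days of incubation; strong numbers were not always called active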
# M. tuberculosis: growth inhibition of non-replicating M. tuberculosis (AID 488890); actives 0.39% (n = 320,000); inhibition, % at 25 µM; hits with a dose series show IC50 in µM; Mycobacterium tuberculosis non-replicating, growth inhibition; higher % means a stronger effect; in the data active = a potency from the dose series; inconclusive = inhibition mostly from about 82% at the one dose, without a potency; inactive = the rest, 99 in 100 with inhibition below about 76%;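 note: plate controls were DMSO cells for no effect and high antibiotic wells for full effect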
# inhibitors of VEEV: inhibitors of VEEV TC-83 cytopathic effect, confirmation, Vero cells (AID 588727); Vero cells, VEEV TC-83 cytopathic effect inhibition; higher % means a stronger effect; inhibition, % at 20 µM, or IC50 in µM where a hit was titrated; actives 0.13% (n = 350,000); in the data active = a potency from the dose series; inconclusive = inhibition mostly from about 14% at the one dose, without a potency; inactive = the rest, 99 in 100 with inhibition below about 12%; note: strong numbers were not always called active
# influenza NS1A: H1N1 influenza NS1A inhibitors, functional cell based assay (AID 504329); NS1A functional cell-based assay, percent inhibition; higher % means a stronger effect; one-dose inhibition, % at 12.5 µM; IC50 in µM for titrated hits; actives 0.3% (n = 340,000); in the data active = a potency from the dose series; inconclusive = inhibition above about 27% without an active follow-up result; note: strong numbers were not always called active
# PhoP GFP inhibition: PhoP regulon inhibitors, Salmonella typhi PhoP promoter GFP reporter, confirmatory (AID 1850). one-dose inhibition, % at 50 µM; IC50 in µM for titrated hits. actives 0.33% (n = 310,000). Salmonella Typhi PhoP-promoter GFP reporter, fluorescence, 4 h; higher % means a stronger effect; in the data active = a potency from the dose series; inconclusive = inhibition mostly from about 25% at the one dose, without a potency; inactive = the rest, 99 in 100 with inhibition below about 19%;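 note: 0% = induced wells with vehicle and 100% = uninduced wells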
# inhibitors of VEEV 10K pilot screen: second read-out of inhibitors of VEEV, no call of its own (marks repeat the call); inhibition, %; measured here: 10K pilot screen inhibition
# Active calls of the source: *; i = inactive; ? = inconclusive; nt = not tested or not shown. The order is random. Share with any hit: about 1.4%.
SMILES,H37Rv inhibition,M. tuberculosis,inhibitors of VEEV,influenza NS1A,PhoP GFP inhibition,others
Cc1ccnc(NC(=O)c2ccccc2[N+](=O)[O-])c1,1%,31%,4.1%,8%,-4%,
OC(CN1CCN(C(c2ccccc2)c2ccccc2)CC1)c1ccc(Br)cc1 (stereo not drawn),6%,2%,8.5%,3%,-1%,
C=CCn1c(=S)[nH]c2scc(-c3ccc(C)o3)c2c1=O,-1%,-6%,i,-7%,-6%,
COc1ccc(S(=O)(=O)N2CCN(C)CC2)cc1C,-5%,nt,0.5%,1%,6%,
Cc1ccc(CN(C(=O)COc2ccc(Br)cc2)C2CCS(=O)(=O)C2)o1 (stereo not drawn),1%,13%,0.4%,0%,4%,
CCOc1ccc2nc(N(CCN(C)C)C(=O)/C=C/c3cccs3)sc2c1,52%,59%,0.2%,18%,6%,
CC[C@@]1(C(=O)OC)N[C@H](CN(C)S(=O)(=O)c2ccc(-c3ccccc3)cc2)[C@@H]2C(=O)N(Cc3ccccc3)C(=O)[C@@H]21,2%,29%,2.7%,20%,nt,
Cc1ncc(S(=O)(=O)c2ccccc2)c(-c2ccccc2)n1,-2%,5%,1.6%,-24%,2%,
O=C(Nc1nnc(C2CC2)s1)C1CCCCN1S(=O)(=O)c1ccccc1 (stereo not drawn),5%,34%,0.9%,-8%,2%,
CCCCN(CCCC)Cc1ccc(C(=O)NNC(=O)Nc2ccc(Cl)cc2)o1,-8%,-1%,?,0%,5%,
C=CCn1c(NCc2c[nH]c3ccccc23)nc2ccccc21,0%,-5%,3.0%,16%,-15%,
COc1ccccc1C1=NC(c2ccc(F)cc2)N=C1C (stereo not drawn),10%,31%,0.1%,2%,-4%,
CCOC(=O)/C(N=O)=C(\O)C1CCN(C(=O)OCC)CC1,-1%,-3%,0.2%,2%,5%,
COc1ccccc1C(=O)Oc1cc(N)n(S(=O)(=O)c2ccccc2)n1,1%,-9%,0.3%,-2%,3%,
CCOc1ccc(CN(C(=O)c2oc3cc(C)ccc3c2C)C2CCS(=O)(=O)C2)cc1 (stereo not drawn),3%,9%,i,-4%,-5%,
CSc1ncccc1C(=O)Nc1nc2ccc(S(C)(=O)=O)cc2s1,2%,48%,7.2%,1%,1%,
CC(=O)c1ccc(-n2ccnc2)cc1,-4%,-8%,2.9%,-21%,8%,
O=C(CC1Nc2cccc3cccc(c23)NC1=O)Nc1ccc(F)cc1 (stereo not drawn),8%,26%,9.3%,-4%,-30%,
CC(=O)Oc1cc(OC(C)=O)c2c(=O)c(-c3ccc4c(c3)OCCCO4)c(C)oc2c1,5%,24%,3.7%,-19%,0%,
Nc1nonc1-n1nnc(C(=O)N/N=C/c2ccc(OCc3ccccc3F)cc2)c1CN1CCCCC1,14%,9%,2.5%,3%,-2%,
COc1ccc(NC(=O)NC(c2ccccc2)c2ccccc2)c(OC)c1,1%,-3%,1.5%,-15%,-13%,
O=C(O)C1C2C=CC(C3CC23)C1C(=O)O (stereo not drawn),3%,3%,i,2%,5%,
CC1CCN(S(=O)(=O)c2cnc[nH]2)CC1,4%,1%,1.2%,-5%,-18%,
O=C(Nc1ccccc1N1CCOCC1)c1ccc(OCc2cscn2)cc1,3%,23%,1.6%,-3%,8%,
Cc1ccc(NC(=O)c2ccnc(C(C)(C)C)c2)cc1,-2%,62%,6.4%,0%,-5%,
CCC(=O)c1ccc(OCC(=O)OCC(=O)NCc2cccs2)cc1,0%,-6%,0.2%,2%,0%,
CCCCNC(=S)N/N=C/c1cccc(OCC)c1O,6µM*,?,0.5%,0%,6%,
CCCCOC(=O)Nc1cc(C)c(Cl)cc1OC,0%,?,i,-13%,-18%,
O=C1/C(=C/c2cccc3ccccc23)CCCc2ccccc21,15%,41%,4.5%,6%,4%,inhibitors of VEEV 10K pilot screen=2.3
Fc1ccc(N2CCN(C3=Nc4cccc5cccc3c45)CC2)cc1,?,64%,11%,22%,-4%,
COc1cc(N)c(Br)cc1C(=O)O,0%,3%,0.7%,1%,-3%,
CN(C)C1=NC(=O)/C(=C\c2ccccc2)S1,43%,57%,0.3%,-4%,-3%,
CC(C)n1ncc2c(C(=O)NCc3ccccc3CN(C)C)cc(C3CC3)nc21,3%,6%,3.1%,-15%,nt,
CCCCn1c(N)c(N(CCC(C)C)C(=O)C2CCCN(C(=O)c3ccc(Cl)cc3)C2)c(=O)[nH]c1=O (stereo not drawn),2%,5%,6.8%,-11%,-1%,
Cc1ccccc1OCc1nnc(SCC(=O)NCc2ccccc2)n1C,-6%,1%,1.7%,-3%,5%,
COc1ccc2cc(C(N)=O)c(=Nc3ccccc3)oc2c1,1%,12%,1.2%,-3%,-6%,
O=C(CNC(=O)c1ccco1)OCc1ccc(Br)cc1,1%,3%,1.4%,3%,-3%,
COc1ccc(CCNc2oc(-c3ccco3)nc2C#N)cc1,62%,?,0.4%,-3%,9%,
O=C(C1CC1)N1CCC(Oc2cccc(C(=O)N3CCCCC3CCO)c2)CC1 (stereo not drawn),-4%,-1%,1.6%,6%,-8%,
Cc1ccc(S(=O)(=O)NCCS(=O)(=O)N2CCN(c3ccccc3)CC2)cc1,0%,6%,1.5%,-2%,-11%,
C=C1C(=O)OC2CC3(C)OC3CCC(C)=CC(OC(C)=O)C12 (stereo not drawn),nt,nt,35%,-22%,nt,
CCOC(=O)c1c(C(=O)OCC)c(C)n(CCc2ccc(OC)c(OC)c2)c1C,1%,13%,2.4%,-16%,-2%,
Cc1c(C(=O)N2CCCCC2)c(S(=O)(=O)Nc2ccc(F)cc2F)c(C)n1C,-8%,-5%,1.1%,6%,2%,
CC(C)Sc1cc(N2CCOCC2)nc(-c2ccc(Cl)cc2)n1,7%,-3%,1.8%,6%,-3%,
CC(NC(=O)CN1C(=O)NC2(CCCCC2)C1=O)c1ccc(S(N)(=O)=O)cc1 (stereo not drawn),nt,nt,0.6%,-1%,nt,
CCOC(=O)c1nc2cc3n(c(C)c-2c1C)C(C)C(C)=C3C (stereo not drawn),0%,23%,1.4%,5%,-5%,
CCc1ccccc1NC(=S)N(Cc1cccnc1)Cc1ccco1,6%,9%,0.9%,6%,-22%,
ON=C1c2ccccc2-c2ccc(O)cc21,nt,nt,1.3%,10%,nt,
Cc1cc(C)cc(NC(=O)c2cccc3c2C(=O)N(C2CCCCC2)C3)c1,1%,-6%,3.5%,3%,4%,
COc1cccc(CN(C)C(=O)CNC(=O)c2ccc(-c3ccccc3)cc2)c1OC,4%,30%,2.0%,-6%,-6%,
Cc1nc2n[nH]c(N)c2c2c1COC(C)(C)C2,12%,6%,0.1%,-2%,-8%,
Cn1c(CO)cnc1SCc1ccc([N+](=O)[O-])cc1,3%,16%,1.7%,-3%,-4%,
COc1ccc(C)cc1NC(=O)C1CCCCN1S(=O)(=O)c1ccccc1 (stereo not drawn),0%,20%,5.6%,-5%,nt,
COCc1[nH][nH]c(=O)c1C=Nc1ccc(F)cc1F,-8%,-11%,0.9%,-3%,9%,
CCc1ccccc1NC(=O)c1ccc(F)c(S(=O)(=O)N2CCC(C(N)=O)CC2)c1,-7%,-4%,2.3%,-3%,-9%,
Cc1cc(C)cc(N(CC(=O)Nc2cccc(C)c2C)S(=O)(=O)c2c(C)[nH]c(=O)[nH]c2=O)c1,-6%,27%,0.4%,-3%,6%,
Cc1nc2ccccc2c2oc(C(=O)NC3CC3)cc12,-2%,23%,8.9%,-1%,6%,
Cc1ccccc1N(C(=O)c1ccccn1)C(C(=O)NCc1ccccc1)c1ccncc1 (stereo not drawn),8%,9%,0.2%,2%,-4%,
Cc1ccc(C(=O)NC(NCC2CCCO2)C(Cl)(Cl)Cl)cc1 (stereo not drawn),13%,nt,i,-13%,-1%,
Cc1ccc(NC(=O)c2ccc3nc[nH]c3c2)cc1C,2%,7%,5.2%,3%,14%,
# (more compounds)
SMILES,H37Rv inhibition,M. tuberculosis,inhibitors of VEEV,influenza NS1A,PhoP GFP inhibition,others
Cc1nc2c(C)c(C)c(C)c(C)c2nc1C,-13%,-4%,i,nt,-3%,
O=C(NNC(=O)c1ccccc1[N+](=O)[O-])c1cnccn1,0%,-14%,1.1%,-7%,-8%,
Cc1cccc(C(=O)N[C@H](C(=O)NCCc2ccc(S(N)(=O)=O)cc2)C(C)C)c1,-9%,-9%,2.0%,0%,6%,
COC(=O)CCC(=O)NS(=O)(=O)c1ccc(N=NN2CCOCC2)cc1,-1%,-9%,0.4%,-12%,-3%,
N#CCCn1cc(C=C(C#N)C#N)c(-c2ccc(-c3ccccc3)cc2)n1,8%,1%,1.3%,-11%,6%,
Cc1ccc(S(=O)(=O)Nc2cccc3c2O[C@H](CN(C)C(=O)Nc2cccc4ccccc24)[C@H](C)CN([C@H](C)CO)C3=O)cc1,7%,33%,0.9%,5%,nt,
CC1=C/C(=N\N=C2\NC(=O)C(CC(=O)Nc3ccccc3)S2)CC(C)(C)C1 (stereo not drawn),11%,23%,0.5%,-12%,-2%,
Cc1cc(N2C(=O)C(O)=C(C(=O)c3ccco3)C2c2cccc(Oc3ccccc3)c2)no1 (stereo not drawn),3%,66%,i,0%,-26%,
C=CCn1c(SCn2nnc3ccccc3c2=O)nnc1-c1ccc(F)cc1,0%,17%,i,2%,12%,
OCCN1CCN(CC(O)COc2ccc(Cl)cc2)CC1 (stereo not drawn),-8%,-3%,0.6%,-3%,-2%,
CCC(c1nnnn1C(C)(C)CC)N(CCCO)Cc1cc2cccc(C)c2[nH]c1=O (stereo not drawn),3%,27%,5.7%,-3%,4%,
O=C(CCCn1nnnc1CN1CCOCC1)N1CCC(c2ccc(F)cc2)C1 (stereo not drawn),5%,11%,0.2%,-1%,-4%,
Cc1ccc(NC(=O)Cn2cc([N+](=O)[O-])nc2C)cc1C,0%,-10%,1.1%,-6%,2%,
Cc1ccc(NC(=O)C2CC(=O)N(Cc3ccccc3)C2)cc1S(=O)(=O)N1CCCCCC1 (stereo not drawn),32%,24%,7.7%,14%,-6%,
Cc1cc(=O)[nH]c(SCC(=O)Nc2ccnc3ccccc23)n1,0%,-6%,0.7%,-7%,7%,

# 4 records picked at random from the list so far:
SMILES,H37Rv inhibition,M. tuberculosis,inhibitors of VEEV,influenza NS1A,PhoP GFP inhibition,others
OCCN1CCN(CC(O)COc2ccc(Cl)cc2)CC1 (stereo not drawn),-8%,-3%,0.6%,-3%,-2%,
O=C(CCCn1nnnc1CN1CCOCC1)N1CCC(c2ccc(F)cc2)C1 (stereo not drawn),5%,11%,0.2%,-1%,-4%,
Cc1ccc(NC(=O)C2CC(=O)N(Cc3ccccc3)C2)cc1S(=O)(=O)N1CCCCCC1 (stereo not drawn),32%,24%,7.7%,14%,-6%,
C=CCn1c(SCn2nnc3ccccc3c2=O)nnc1-c1ccc(F)cc1,0%,17%,i,2%,12%,

# Arranged by heavy-atom count (smallest number first): part of the list above
SMILES,H37Rv inhibition,M. tuberculosis,inhibitors of VEEV,influenza NS1A,PhoP GFP inhibition,others
O=C(NNC(=O)c1ccccc1[N+](=O)[O-])c1cnccn1,0%,-14%,1.1%,-7%,-8%,
Cc1cc(=O)[nH]c(SCC(=O)Nc2ccnc3ccccc23)n1,0%,-6%,0.7%,-7%,7%,
COC(=O)CCC(=O)NS(=O)(=O)c1ccc(N=NN2CCOCC2)cc1,-1%,-9%,0.4%,-12%,-3%,
N#CCCn1cc(C=C(C#N)C#N)c(-c2ccc(-c3ccccc3)cc2)n1,8%,1%,1.3%,-11%,6%,
CCC(c1nnnn1C(C)(C)CC)N(CCCO)Cc1cc2cccc(C)c2[nH]c1=O (stereo not drawn),3%,27%,5.7%,-3%,4%,
Cc1cc(N2C(=O)C(O)=C(C(=O)c3ccco3)C2c2cccc(Oc3ccccc3)c2)no1 (stereo not drawn),3%,66%,i,0%,-26%,

# Screening results from PubChem BioAssay.
